TDP1 cell CPT: DT40-hTDP1 cell growth loss with CPT. Potency, µM (highest dose often 46.2 µM), for inactives: at the highest dose activity change, negative = growth inhibition, most hits filed as inhibitors. AID 686979. 420,000 tested, 12% active. chicken DT40 Tdp1-/-;hTDP1 cells + 20 nM CPT, ATP luminescence, 48 h; note: nearly all actives have a fitted effect of over 55% in size
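Chicken DT40 Tdp1-/- cells complemented with human TDP1, 400 cells/well, exposed to compounds plus 20 nM camptothecin for at least 48 h at 37 C; viability read as ATP content by CellTiter-Glo luminescence.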
FEN1 inh: human FEN1 inhibition; P39748; Recombinant FEN1 flap cleavage, fluorescence, 15 min; Potency, µM (top dose mostly 114 µM), without a hit: at the highest dose activity change, negative = inhibition, hits mostly inhibitors; 390,000 tested, 0.35% active; AID 588795; note: nearly all actives have a fitted effect of over 65% in size
Target sequence (P39748 whole entry, looked up): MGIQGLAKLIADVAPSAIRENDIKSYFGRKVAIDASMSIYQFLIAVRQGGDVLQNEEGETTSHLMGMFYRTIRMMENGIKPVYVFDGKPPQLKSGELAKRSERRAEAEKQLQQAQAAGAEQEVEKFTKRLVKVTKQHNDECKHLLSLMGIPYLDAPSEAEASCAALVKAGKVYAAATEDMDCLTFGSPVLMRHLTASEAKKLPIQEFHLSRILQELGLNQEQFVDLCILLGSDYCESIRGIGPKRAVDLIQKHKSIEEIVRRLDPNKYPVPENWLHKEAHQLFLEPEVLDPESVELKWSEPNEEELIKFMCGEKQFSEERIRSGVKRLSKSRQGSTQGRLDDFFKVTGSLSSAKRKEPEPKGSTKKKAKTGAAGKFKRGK
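With each library titrated from low to high concentration, compounds met 10 nM FEN1 for 15 min at room temperature before 50 nM substrate was added; readings at 0 and 15 min fed four-parameter Hill curve fits.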
KAT2A inh: inhibitors of human GCN5L2 histone acetyltransferase; Potency, µM (series often up to 58.9 µM), for the others: at the top dose activity change, negative = inhibition, actives largely listed as inhibitors; AID 504327; GCN5L2 HAT assay, ThioGlo1 CoA-SH fluorescence; 390,000 tested, 0.21% active; Q92830
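Compounds, pin-transferred from DMSO stocks, meet 20nM GCN5L2 for 15 min before the reaction begins with H3(1-25) peptide (75uM) and acetyl-CoA (70uM). Thiol-reactive ThioGlo1 reports CoA release over 20 min at room temperature.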
Active calls of the source: *; ? = inconclusive; . = not tested or not shown; & = joins results of further samples; [ ] = another dose, or the depositor's remark. Calls come from the whole dose curve; as a rule, active = well fitted curve in the direction sought with a large enough effect; inconclusive = small, poorly fitted or top-dose-only effect, or another doubt; inactive = no such curve, though single readings can be large; an effect the other way counts as inactive or inconclusive. % is set by controls: 0 for no effect and ±100 for the full control effect; potency is the fitted concentration of half-maximal effect. Only part of the results is shown; count on the stated rates, not on these rows.

Structure,TDP1 cell CPT,FEN1 inh,KAT2A inh
CCNC(=O)C1CC(=O)N(Cc2ccc3c(c2)OCO3)C(=Nc2ccc(OCC)cc2)S1 (stereo unspecified),-7%,0%,-6%
Cc1nc2cc(NS(=O)(=O)c3cccc4cccnc34)ccc2s1,16µM*,4%,-17%
O=C(NNC(=O)C1CC(c2cccs2)=NO1)NC1CCCCC1 (stereo unspecified),1%,4%,-5%
Cc1csc(NC(=O)C2CCC(C)(C(=O)O)C2(C)C)n1 (stereo unspecified),0%,6%,-5%
CC(C)N(CCNC(=O)c1ccc(NC2=NC3CS(=O)(=O)CC3S2)cc1)Cc1ccco1 (stereo unspecified),11%,19%,-3%
CN(C)c1ccc(/C=N/c2cc(-c3ccccc3)nn2-c2ccccc2)cc1,-11%,-1%,-4%
Cc1ccc(F)cc1NC(=O)c1sc2ncn(CC(=O)N3CCN(c4ccccn4)CC3)c(=O)c2c1C,9%,22%,?
C/C(=N\NC(=S)NC1CCCCC1)c1c(F)cccc1F,?,-22%,-12%
O=C(CSc1nc2ccccc2c(=O)n1-c1ccccc1F)NC1CCS(=O)(=O)C1 (stereo unspecified),-6%,6%,-4%
CCN(CC)CCN(C(=O)c1ccc(N2C(=O)CCC2=O)cc1)c1nc2cc3c(cc2s1)OCCO3,-6%,-8%,-7%
CCOC(=O)c1cnn(CCOC(=O)C2CC2)c1NC(=O)C1CC1,-6%,9%,-5%
O=C(N/N=C/c1cc([N+](=O)[O-])ccc1Cl)c1cc(-c2ccccc2)nc2ccccc12,?,-7%,-8%
S=c1[nH]nc(C2CCCCC2)n1/N=C/c1c(Cl)cccc1Cl,?,9%,-24%
Cc1cc(=O)oc2cc(OCC(O)CN3CCc4ccccc4C3)ccc12 (stereo unspecified),-32%,6%,-1%
CC(=O)Nc1ccccc1NC(=O)C/C(C)=N/NC(=O)C(=O)Nc1cccc(Cl)c1C,-19%,-1%,4%
COC(=O)C1=C(C)NC(C)=C([N+](=O)[O-])[C@H]1c1ccccc1C(F)(F)F,?,9%,.
Cn1cc(/C=N/NC(=O)c2cccc([N+](=O)[O-])c2)c2ccccc21,2%,4%,-5%
COc1cc(C(=O)Nc2ccccc2C(=O)Nc2ccccn2)cc(OC)c1OC,4.6µM*,-8%,-5%
Cn1cccc1/C=C1\SC(=S)N(NC(=O)c2ccc(F)cc2)C1=O,-4%,7%,-8%
O=S(=O)(NCCCc1ccccc1)c1ccc(Br)cc1,0%,-1%,.
COc1ccc(C2Nc3ccccc3C(=O)N2NS(=O)(=O)c2ccccc2)c(OC)c1 (stereo unspecified),0%,-5%,-10%
CCS(=O)(=O)c1ccc(O)c(NC(=O)COc2ccc(C)cc2)c1,-2%,1%,-1%
CCOc1ccc(N(CC(=O)NC(C(C)C)C(C)C)S(=O)(=O)c2ccc(OC)c(OC)c2)cc1,?,-24%,-5%
CCNC(=O)NC(=O)C(C)OC(=O)c1oc2ccc(OCC)cc2c1C (stereo unspecified),1%,1%,-8%
CC1CCCCN1Cc1nc2c(c(=O)n(C)c(=O)n2C)n1Cc1c(F)cccc1Cl (stereo unspecified),7.3µM*,-5%,0%
Cc1ccccc1N1C(=O)C2ON(c3ccccc3)C(c3cccnc3)C2C1=O (stereo unspecified),-1%,4%,-5%
COc1cccc(-c2nc(NCCNC(C)=O)c3ccccc3n2)c1,0%,.,-8%
COc1ccc(-c2nnc(-c3ccc(N)cc3)o2)cc1,-1%,-16%,-7%
CCOc1ccc(NC(=O)CN(C)C(=O)CSCc2ccc(C)cc2)cc1OCC,?,-8%,-6%
Cc1ccc(O)c(NC(=O)c2cc(-c3ccccc3O)no2)c1,?,11%,-14%
CCOC(=O)[C@H]1[C@H]2COc3ccccc3[C@@H]2N2C(=O)[C@@H](CO)NC(=O)[C@@]12C,4%,-7%,-2%
Cc1nc(Nc2ccc(Cl)cc2)c(C#N)c(=O)[nH]1,-3%,2%,-8%
O=C(N/N=C/c1cccc(OC(=O)c2ccco2)c1)c1ccc(F)cc1,6%,-4%,-2%
Cc1cccc(N/C(N)=N/c2nc(CSc3ccc(Cl)cc3)cc(=O)[nH]2)c1,8.2µM*,14%,-5%
CN(CCO)c1ccc(-c2nn(C)c(=O)c3ccccc23)cc1[N+](=O)[O-],?,12%,?
CCCc1cc(=O)[nH]c(Nc2ccc(OCC)cc2)n1,?,-7%,1%
O=C(O)C1(c2ccccc2)CCN(S(=O)(=O)c2cccs2)CC1,-28%,6%,-4%
COc1ccc(-c2nc(SCc3ccccc3)n(C(=O)c3ccco3)n2)cc1,?,-1%,-5%
c1ccc(C2(Cn3ccc4ccccc43)OCCO2)cc1,-15%,-22%,-1%
O=C(c1ccncc1)N1CCC[C@@]2(CCN(c3ccccn3)C2)C1,26%,.,8%
Cc1ccc2cc(C)c(SCC(=O)Nc3cc(C)on3)nc2c1,10%,2%,-3%
Cc1cc(C)nc(NC(=O)NS(=O)(=O)N2CCCCCC2)n1,-3%,6%,-4%
CC12CCC(C(=O)N/N=C/c3ccc(O)cc3O)(OC1=O)C2(C)C (stereo unspecified),10µM*,2%,-6%
O=C(O)Cn1c(=O)c2c(c3ccccc31)CCC2,-1%,-18%,-5%
CCOC(=O)c1ccc(NC(=O)CSc2nc3c(c(=O)[nH]2)CN(Cc2ccccc2)CC3)cc1,?,-20%,-11%
COc1ccc2nc(N3CCCC(C(=O)NCCc4ccc(OC)c(OC)c4)C3)sc2c1 (stereo unspecified),?,-11%,-5%
COC(=O)[C@@H](C)NC(=O)c1ccc2oc(CCc3ccccc3)nc2c1,-9%,2%,-4%
COc1ccc(CNC(=O)C2CCN(C(=O)c3ccc(-n4ccc5ccccc54)s3)CC2)cc1,10µM*,-2%,-2%
CC(=O)N1CCc2[nH]c3ccc(C)cc3c2C1,38%[activator],-20%,0%
COc1ccc(C(=O)N/N=C/c2c(CO)cnc(C)c2O)cc1,5.8µM*,8%,-22%
COc1ccc(C)c2sc(NC(=O)c3ccc(S(=O)(=O)N(C)C)cc3)nc12,-28%,5%,-21%
COc1ccc(/C=C(/NC(=O)c2ccco2)C(=O)N2CCOCC2)cc1,6%,1%,-6%
CCc1ccccc1NC(=O)c1ccc(Cn2nc(N3CCN(c4ccccc4)CC3)ccc2=O)o1,15µM*,10%,-15%
CN1C(C(=O)c2ccccc2)=C(NC(=O)c2ccccc2Br)c2ccccc2S1(=O)=O,12µM*,14%,-2%
COc1ccc(Oc2ncc3nc(C)c(=O)n(C4CC4)c3n2)cc1,?,.,-7%
CCOc1ccc(NC(=O)CN(C)C(=O)c2ccc(OCc3ccccc3)c(OC)c2)cc1OCC,-25%,-10%,-12%
CN(C)c1ncc2nc(-c3ccc(Cl)cc3)c(=O)n(C[C@H]3CCCO3)c2n1,9%,.,-2%
COc1ccc(O)c(/C=N/N2CCOCC2)c1,3%,3%,-2%
Cc1ccc(CN2CCN(c3ncccn3)CC2)o1,-22%,-1%,0%[0.501 µM]
COc1ccc(CCNS(=O)(=O)c2cn(C)c(=O)n(C)c2=O)cc1,-8%,2%,0%

Of the compounds above, 5 have an aryl thioether with sulfur outside any ring:
Structure,TDP1 cell CPT,FEN1 inh,KAT2A inh
O=C(CSc1nc2ccccc2c(=O)n1-c1ccccc1F)NC1CCS(=O)(=O)C1 (stereo unspecified),-6%,6%,-4%
Cc1cccc(N/C(N)=N/c2nc(CSc3ccc(Cl)cc3)cc(=O)[nH]2)c1,8.2µM*,14%,-5%
COc1ccc(-c2nc(SCc3ccccc3)n(C(=O)c3ccco3)n2)cc1,?,-1%,-5%
Cc1ccc2cc(C)c(SCC(=O)Nc3cc(C)on3)nc2c1,10%,2%,-3%
CCOC(=O)c1ccc(NC(=O)CSc2nc3c(c(=O)[nH]2)CN(Cc2ccccc2)CC3)cc1,?,-20%,-11%

More structures follow:
Structure,TDP1 cell CPT,FEN1 inh,KAT2A inh
O=c1[nH]c(C2CCN(S(=O)(=O)c3ccc4c(c3)OCCO4)CC2)nc2c1nnn2Cc1ccccc1,-1%,-4%,-8%
COc1cccc(C(=O)NCC(=O)OCc2cc(=O)n3ccsc3n2)c1,-6%,4%,17%
CCN(CCCNC(=O)C1CCN(C(=O)c2cc3sccc3n2C)CC1)Cc1ccccc1,-30%,5%,-5%
CCc1ccc(-c2cn(-c3nc(C)cc(C)n3)c(=N)o2)cc1,?,3%,2%
CCCn1c(NCc2ccc3c(c2)OCO3)nc2ccccc21,?,-1%,-15%
COc1ccc2oc(=N)c(C(=O)NCc3ccccc3)cc2c1,-8%,6%,-24%
CCCn1c2ccccc2c2cnn(CC(=O)N3CCCC(C(=O)OCC)C3)c(=O)c21 (stereo unspecified),?,-3%,-6%
COc1ccc(OC)c(NC(=O)CCn2ccnc2)c1,0%,-2%,0%
COc1c(Br)cc(Br)cc1/C=C1/C(=O)N=C(N)N1C,-2%,-1%,-15%
CN(C)CCCN(Cc1ccccc1)C(=S)Nc1cccc(C(F)(F)F)c1,15µM*,10%,-7%
Cc1ccccc1Cn1nnc(C(=O)Nc2ccc3c(c2)OCCO3)c1N,?,0%,-10%
Cc1ccc(N(C)S(=O)(=O)c2ccc3[nH]cc(C(=O)NCCCN4CCOCC4)c(=O)c3c2)cc1C,-14%,-5%,-4%
CCO[C@@H]1OC(C(=O)NCc2nc3ccccc3[nH]2)=C[C@H](C2CCCCC2)[C@H]1CCCO,?,-15%,-3%
CS(=O)(=O)Nc1cccc(-c2cncnc2-n2ccnc2)c1,5%,.,-10%
O=C(C1CCC(Cn2c(=S)[nH]c3ccccc3c2=O)CC1)N1CCN(c2ccccn2)CC1 (stereo unspecified),?,3%,-4%
Cc1c(NS(=O)(=O)c2cccc(C(=O)O)c2)c(=O)n(-c2ccccc2)n1C,-11%&-7%,-5%&0%,-1%&-3%
CCN(C(=O)CN1CCN(c2cccc(C(F)(F)F)c2)CC1)c1c(N)n(Cc2ccccc2)c(=O)[nH]c1=O,-23%,1%,-5%
O=[N+]([O-])c1ccc(C(O)C23CN4CN(CN(C4)C2)C3)cc1 (stereo unspecified),?,2%,-1%
O=C(NC12CC3CC(CC(C3)C1)C2)c1c(Cl)cccc1Cl,-10%,2%,-7%
CCCN1CCN(CC(=O)NCC(=O)Nc2cccc(C)c2C)CC1,-9%,1%,1%
Nc1nc(CSc2nnc(-c3cccc(F)c3)n2-c2ccccc2)nc(N2CCOCC2)n1,-10%,-3%,2%
CC1CCC2CCCCC2N1C(=O)c1cc([N+](=O)[O-])cc([N+](=O)[O-])c1 (stereo unspecified),?,10%,0%
O=C(O)CSc1nnc(-c2ccccc2O)n1Cc1ccccc1,3%,6%,1%
O=[N+]([O-])c1ccc(N2CCCCC2)cn1,-2%,-11%,-8%
COc1ccc(NC(=O)CCCN2C(=O)CN(C)C2=O)cc1Cl,18%,-3%,3%
Cn1c(COc2ccccc2)nnc1SCCN1CCOCC1,-10%,-3%,2%
Cc1ccccc1[C@@H]1C(C#N)=C(N)S[C@H]1C(=O)c1ccccc1,?,-23%,-7%[0.501 µM]
Cc1ccc(-n2ncc(C(=O)N3CCCCC3)c2C2CCN(C(=O)OC(C)(C)C)CC2)cc1C,?,-2%,19%
CCC(=O)Nc1ccc(N2CCOCC2)c(S(=O)(=O)Nc2ccc(Cl)cc2)c1,?,-4%,-24%
O=C(Nc1ccnn1C1CCN(C2CCOCC2)CC1)c1cccc(F)c1,1%,-3%,-21%
Cc1ccc2c(CC(=O)NCc3ccccc3)coc2c1C,4.1µM*,-4%,-5%
O=C(C1CCN(S(=O)(=O)c2ccc(Cl)cc2)CC1)N1CCOCC1,-2%,-4%,-9%
CCc1cc(=O)oc2cc3occ(-c4ccc(OC)c(F)c4)c3cc12,4.6µM*,2%,1%
CCCCNS(=O)(=O)c1ccc2nc(SCC(=O)c3ccccc3OC)[nH]c2c1,10µM*,-17%,-2%
CCOC(=O)c1c(C)[nH]c(C)c1C(=O)COC(=O)c1cccnc1Cl,0%,-2%,1%
O=C(Nc1ccccc1C(F)(F)F)N1CCN(C(c2ccccc2)c2ccccc2)CC1,?,6%,-6%
C=CCCC(=O)NC1CC(C)(C)Cc2c1cnn2-c1ccc(OC)cc1 (stereo unspecified),?,3%,-20%

Some of the entries so far, with values under each structure:
The line under a structure holds: TDP1 cell CPT, FEN1 inh, KAT2A inh
- CCOC(=O)c1c(C)[nH]c(C)c1C(=O)COC(=O)c1cccnc1Cl
→ 0%, -2%, 1%
- O=C(Nc1ccccc1C(F)(F)F)N1CCN(C(c2ccccc2)c2ccccc2)CC1
→ ?, 6%, -6%
